M4 antag = human M4 muscarinic receptor antagonists, primary screen, CHO cells, Fluo-8 calcium fluorescence; Muscarinic acetylcholine receptor M4 (Homo sapiens), P08173; CHO-hM4 cells, ACh EC80; inhibition, % at 3 µM; hit rate 0.73% among 360,000;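 active = inhibition above its plate's cutoff, the mean inhibition of sample wells plus 3 SD, cut at about 27% in these data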;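 note: 0% = acetylcholine EC80 with DMSO and 100% = DMSO without agonist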
M5 ag = human M5 muscarinic receptor agonists, primary screen, CHO-K1 cells, Fluo-8 calcium fluorescence | activation, % at 3 µM | Muscarinic acetylcholine receptor M5 (Homo sapiens), P08912 | hit rate 0.19% among 360,000 | CHO-K1 hM5 cells; 0% DMSO wells, 100% maximal acetylcholine response;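 active = activation above the run's mean over test compounds plus 3 SD, cut at about 23% in these data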;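 note: signal is peak over basal fluorescence ratio across the kinetic read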
Target sequence (P08912 whole entry, looked up): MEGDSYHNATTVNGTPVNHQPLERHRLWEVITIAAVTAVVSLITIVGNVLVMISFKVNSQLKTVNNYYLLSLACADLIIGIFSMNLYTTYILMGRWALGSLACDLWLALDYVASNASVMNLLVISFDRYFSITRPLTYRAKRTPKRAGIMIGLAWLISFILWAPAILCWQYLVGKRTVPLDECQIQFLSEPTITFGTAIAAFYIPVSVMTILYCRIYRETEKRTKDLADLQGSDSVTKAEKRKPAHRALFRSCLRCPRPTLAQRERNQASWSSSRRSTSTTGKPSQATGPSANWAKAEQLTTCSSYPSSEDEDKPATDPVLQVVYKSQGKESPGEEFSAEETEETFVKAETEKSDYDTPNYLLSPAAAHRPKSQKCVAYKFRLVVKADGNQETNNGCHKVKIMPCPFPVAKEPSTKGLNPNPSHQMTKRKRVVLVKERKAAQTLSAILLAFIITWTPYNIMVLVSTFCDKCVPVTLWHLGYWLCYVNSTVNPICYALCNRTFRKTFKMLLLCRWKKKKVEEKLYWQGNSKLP
M4 ag = human M4 muscarinic receptor agonists, primary screen, CHO-K1 cells, Fluo-8 calcium fluorescence; hit rate 0.14% among 360,000; Muscarinic acetylcholine receptor M4 (Homo sapiens), P08173; CHO-K1 hM4/Gqi5; vehicle 0%, full acetylcholine response 100%; activation, % at 3 µM;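 active = activation above the run mean over all test wells plus 3 SD, cut at about 32% in these data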;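 note: peak over basal fluorescence ratio per well then scaled between controls; 0% = DMSO wells and 100% = acetylcholine at EC100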
M4 PAM = human M4 muscarinic receptor positive allosteric modulators, primary screen, CHO-K1 cells, Fluo-8 calcium fluorescence; Muscarinic acetylcholine receptor M4 (Homo sapiens), P08173; CHO-K1 hM4/Gqi5, ACh EC20; 0% = ACh EC20, 100% = maximal ACh; activation, % at 3 µM; hit rate 0.4% among 360,000; AID 624126, 2012;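 active = activation above its plate's cutoff, the mean activation of sample wells plus 3 SD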; note: some results filed as inactive read as strong as hits
CRFBP-R2 agonist = agonists of CRF-BP/CRF-R2 complex, primary screen, cell-based, HEK293, calcium dye fluorescence, uHTS; CRF-binding protein / CRF receptor 2 complex (human); calcium dye fluorescence (FLIPR); percent of saturating CRF peptide response; activation, % at 13.2 µM; hit rate 0.46% among 350,000; AID 588473, 2011;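 active = activation of at least 50%, plus an integration ratio under a set limit after plate pattern correction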;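 note: plate controls were neutral control wells without compound for no effect and CRF at EC100 for full effect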
M1 PAM = human M1 muscarinic receptor positive allosteric modulators, primary screen, CHO-K1 cells, Fluo-8 calcium fluorescence, 1536-well; CHO-K1 hM1, ACh EC20; 0% = ACh EC20, 100% = maximal ACh; hit rate 0.088% among 360,000; activation, % at 3 µM; AID 588819, 2011; in the data active = activation above about 19%, passing the limit was not always enough
Target sequence (P11229 whole entry, looked up): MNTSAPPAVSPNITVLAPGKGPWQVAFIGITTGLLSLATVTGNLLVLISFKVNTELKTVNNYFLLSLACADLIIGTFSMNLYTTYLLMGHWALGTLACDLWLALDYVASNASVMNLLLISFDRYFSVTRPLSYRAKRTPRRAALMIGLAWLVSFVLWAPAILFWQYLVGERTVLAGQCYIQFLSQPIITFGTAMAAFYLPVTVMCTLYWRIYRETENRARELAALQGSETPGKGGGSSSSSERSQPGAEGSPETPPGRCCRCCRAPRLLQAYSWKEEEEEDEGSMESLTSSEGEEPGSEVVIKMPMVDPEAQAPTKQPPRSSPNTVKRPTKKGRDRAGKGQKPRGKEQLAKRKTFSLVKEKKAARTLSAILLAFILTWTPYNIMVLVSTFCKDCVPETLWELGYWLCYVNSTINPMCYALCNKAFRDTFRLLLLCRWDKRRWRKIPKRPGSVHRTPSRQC
M1 antag = human M1 muscarinic receptor antagonists, primary screen, CHO-K1 cells, Fluo-8 calcium fluorescence, 1536-well. Muscarinic acetylcholine receptor M1 (Homo sapiens), P11229. CHO-K1 hM1, ACh EC80 antagonist. inhibition, % at 3 µM. hit rate 1.3% among 360,000;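 active = percent inhibition above its own plate's cutoff, namely the mean of that plate's compound wells plus 3 SD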;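 note: peak over basal fluorescence ratio during 140 s after agonist addition; 0% = ACh EC80 plus DMSO and 100% = DMSO alone without agonist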
CHRM5 antagonist = human M5 muscarinic receptor antagonists, primary screen, CHO cells, Fluo-8 calcium fluorescence; Muscarinic acetylcholine receptor M5 (Homo sapiens), P08912; AID 624040, 2012; hit rate 0.59% among 360,000; CHO-hM5 cells, ACh EC80; inhibition, % at 3 µM;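 active = inhibition above a per-plate cutoff, the mean of that plate's test compounds plus 3 SD, cut at about 27% in these data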;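 note: 0% = acetylcholine EC80 with DMSO and 100% = DMSO without agonist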
CHRM5 PAM = human M5 muscarinic receptor positive allosteric modulators, primary screen, CHO-K1 cells, Fluo-8 calcium fluorescence; Muscarinic acetylcholine receptor M5 (Homo sapiens), P08912; CHO-K1 hM5, ACh EC20 PAM; 0% = ACh EC20, 100% = ACh EC100; activation, % at 3 µM; hit rate 0.3% among 360,000; AID 624038, 2012;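 active = activation above the run cutoff, the mean activation of all test compounds plus 3 SD, cut at about 18% in these data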
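Probe or stimulus: acetylcholine, EC20 level; Assay system: human M5 receptor in CHO-K1 cells; Schedule: compound preincubation 140 s before EC20 acetylcholine addition; Technique: intracellular calcium via Fluo-8 fluorescence; Dosing: single-point, 3 µM nominal; Read-out basis: percent activation from peak-over-basal fluorescence ratio, scaled EC20-to-EC100 acetylcholine; Repeats: one well per compound, no replicates.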
The depositor's hits bear a star; . = not tested or not shown.

M4 antag	M5 ag	M4 ag	M4 PAM	CRFBP-R2 agonist	M1 PAM	M1 antag	CHRM5 antagonist	CHRM5 PAM	smiles
-10	1	4	23*	-3.0	2	1	-10	5	O=C(COC(=O)CCS(=O)(=O)c1ccccc1)Nc1ccc(N2CCCCC2)cc1
3	0	2	-4	3.8	-2	13	3	-1	N#Cc1c(NC(=O)CN2C(=O)c3ccccc3C2=O)oc(-c2ccccc2)c1-c1ccccc1
1	0	1	2	-1.8	12	-9	-10	8	Cc1ccc(-c2csc(/C(C#N)=C/Nc3ccccc3SC(F)(F)F)n2)cc1
-6	1	0	4	3.3	-7	4	4	-8	O=C(COC(=O)c1c2c(nc3ccccc13)CCCC2)c1ccc(Br)s1
-22	-3	5	5	-0.2	8	-9	-2	-1	COc1ccc(C(NCC(=O)Nc2c(C)cccc2C)c2ccccc2)cc1 (stereo unspecified)
8	0	8	-11	6.8	-6	15	10	-14	CCOc1cc(/C=N/NC(=O)c2cccc([N+](=O)[O-])c2)ccc1OS(=O)(=O)c1ccccc1
1	-5	6	-9	0.1	-1	0	-1	-4	CN(c1ccccc1)S(=O)(=O)c1ccc(Cl)c(C(=O)OCC(=O)NCc2ccco2)c1
-8	5	1	2	-0.2	5	-9	6	0	O=C(COC(=O)COc1ccccc1F)NCc1ccco1
2	0	1	6	0.5	7	-3	-9	8	CCOC(=O)n1ccc(C(=O)Nc2ccccc2F)n1
-2	-2	-1	3	3.3	10	-10	-1	-2	Cc1ccc(C(=O)O/N=C2\CCSc3ccc(C)cc32)cc1
-9	-1	1	4	-1.0	11	-14	-1	5	Nn1c(SCC(=O)N2CCCc3ccccc32)nncc1=O
-4	-1	0	1	0.4	3	-3	-5	9	CCCCCn1c(=O)[nH]c2cc(C(=O)NCCc3ccc(OC)c(OC)c3)ccc2c1=O
-1	-2	1	-6	.	-6	10	-1	3	O=S1(=O)C[C@H](N2CCN(CC3CC3)CC2)[C@@H](COCc2ccccc2)N1
-2	-4	1	0	-1.4	-17	33	14	-5	COC(=O)[C@@]12CCCN1[C@H](c1ccc(-c3ccccc3)cc1)[C@@H]1C(=O)N(C)C(=O)[C@@H]12
2	-4	1	2	-0.6	7	0	1	7	CC1CCCC(C)N1/N=C/c1ccccc1OC(F)F (stereo unspecified)
-8	4	2	6	-0.9	2	-9	-6	8	CC(=O)Nc1ccc(Br)c(Cl)c1
-1	2	1	5	0.3	12	-17	-3	-1	COc1ccc(CCNC(=O)c2cnn3cccnc23)cc1OC
-9	-1	0	3	-1.3	10	-14	8	-3	Cn1c(=O)oc2cc(S(=O)(=O)N3CCCC(C(=O)NCCN4CCOCC4)C3)ccc21 (stereo unspecified)
-2	-3	0	-2	-0.4	8	-8	4	-4	O=C(O)CC(NS(=O)(=O)Cc1ccccc1)c1cccc([N+](=O)[O-])c1 (stereo unspecified)
0	0	0	3	0.2	4	7	2	-4	CCOC(=O)N1CCC(=NNC(=O)COc2ccc(OC)cc2)CC1

Later entries.
M4 antag	M5 ag	M4 ag	M4 PAM	CRFBP-R2 agonist	M1 PAM	M1 antag	CHRM5 antagonist	CHRM5 PAM	smiles
-6	-1	1	-1	2.0	3	-4	4	-3	COC(=O)c1ccccc1NC(=O)CNC(=O)c1ccc(OC)c(OC)c1
6	-3	0	-3	1.4	3	9	5	-5	Cc1cc(Oc2ccc(OCC(N)=O)nn2)nc(Cl)n1
-10	-2	0	0	0.2	17	-10	-4	7	NC(=O)CN1C(=O)NC2(CCCc3sccc32)C1=O (stereo unspecified)
9	-12	1	-3	21	2	-1	8	0	N=c1c2c(-c3ccccc3)c(-c3ccccc3)n(Cc3ccco3)c2ncn1CCO
11	-1	0	-4	-2.7	10	-11	-5	4	Clc1ccc(CN2CCSCC2)cc1Cl
27*	-8	0	-31	1.6	-23	24	10	-17	CC(C)c1ccc(C2NC(=S)NC3=C2C(=O)CCC3)cc1 (stereo unspecified)
3	-1	-1	-5	-0.2	-1	8	4	-8	COc1ccc(C2C3=C(CC(C)(C)CC3=O)Nc3nc(C)nn32)cc1OC (stereo unspecified)
2	-4	2	-1	21	-7	11	14	-1	Cc1cc2ccccc2n1CCNC(=O)C1CCCC1
-18	-1	3	5	-0.4	6	-10	0	0	O=C(c1ccc(CS(=O)c2ccc(Br)cc2)o1)N1CCN(C2CCCCC2)CC1 (stereo unspecified)
1	0	-1	6	-0.6	2	1	7	-5	CC(C)OC(=O)c1cc2ccccc2oc1=O
-14	-3	-1	-4	.	-1	0	5	-11	CCOC(=O)C1=CCN(S(=O)(=O)c2ccc(Cl)cc2)C1c1ccc(C)cc1 (stereo unspecified)
8	-5	0	4	1.7	1	-3	0	-6	CCOC(=O)CC1CCCCN1Cc1cn(C)nc1-c1ccc2c(c1)OCCO2 (stereo unspecified)
-3	4	5	-4	-0.9	11	-8	-4	7	COc1ccc(OC)c(NC(=O)CN(Cc2ccc(Cl)cc2)S(C)(=O)=O)c1
-4	2	7	8	.	.	.	13	6	COc1ccc(CCNC(=O)c2ccc(Br)o2)cc1Br
7	-5	1	-4	-2.9	-10	4	16	0	NC(=O)CCc1c[nH]c2ccccc12
2	-5	1	11	-5.6	-1	7	-1	-1	N#Cc1ccc(CSc2nnc(Cc3cccs3)n2Cc2ccco2)cc1
2	-16	1	3	-1.1	-6	3	3	3	COC(=O)c1sc(SC)c(S(=O)(=O)C(C)C)c1N/N=C(\C#N)S(=O)(=O)c1ccccn1
-23	4	1	9	0.9	8	-6	5	3	Cc1cc(C)n(CC(=O)NNC(=O)c2cncc(Br)c2)n1
5	0	0	-4	0.4	-3	16	3	-2	Cc1c(NC(=O)C(C)OC(=O)CC2Sc3ccccc3NC2=O)c(=O)n(-c2ccccc2)n1C (stereo unspecified)
-5	1	1	7	-0.4	5	-13	-2	4	CCC(C)N1CC(C(=O)O)CC1=O (stereo unspecified)

Next section.
M4 antag	M5 ag	M4 ag	M4 PAM	CRFBP-R2 agonist	M1 PAM	M1 antag	CHRM5 antagonist	CHRM5 PAM	smiles
12	-2	1	5	-1.8	5	-6	2	0	CC(C)(C)NC(=O)/C(=C\c1ccco1)NC(=O)c1cccs1
-6	1	1	8	-0.9	3	-3	-6	5	CNc1c([N+](=O)[O-])cnn1-c1ccccc1Cl
-1	-5	1	7	-2.1	-1	-2	5	1	COc1cc(SC)ccc1C(=O)NCc1ccccc1
4	2	0	3	-2.3	8	-9	-9	1	Cc1cc(C)c(C#N)c(=N)o1
9	-10	-2	5	-1.3	6	-3	2	6	Cn1c(-c2ccc(F)cc2)cnc1SCC(=O)Nc1ccccc1N1CCOCC1
-4	2	0	8	0.3	-1	-11	-7	0	COc1cccc(C(c2c(O)nc(SC)n(C)c2=O)c2c(O)nc(SC)n(C)c2=O)c1
4	-2	1	1	0.2	7	-4	6	4	C/C(=N\NC(N)=O)c1ccccc1
-7	1	-2	3	.	.	.	-3	-2	COc1cc(C23CCCN(CCC(C(C)(C)C)C2)C32OCCO2)cc(OC)c1OC (stereo unspecified)
-8	-2	2	6	-0.7	14	-15	-7	10	COCCn1c(SCC(=O)Nc2ccccc2F)nnc1-c1ccoc1C
3	0	2	4	0.5	-5	-1	7	-5	O=c1cc(CSc2ccc([N+](=O)[O-])cc2)nc2sccn12
27*	1	0	-6	4.3	2	1	2	-1	COCCN(C(=O)COC(=O)c1nc(Cl)ccc1Cl)c1c(N)n(Cc2ccccc2)c(=O)[nH]c1=O
7	1	2	-2	-7.5	0	0	3	-1	Cc1ccc(C(=O)OCC(=O)Nc2ccccc2N2CCOCC2)cc1
-1	1	1	21	-1.5	1	-1	-9	4	Cc1nc(N)sc1C(=O)Nc1ccccc1
-5	-1	0	-2	0.7	6	-12	-4	5	C/C(Cn1nnc([N+](=O)[O-])n1)=N\NC(=O)c1ccc(Cl)c(Cl)c1
4	-2	0	9	-0.4	6	-4	-6	-1	CCOc1ccc(C(C)NC(=O)C2CCC2)cc1 (stereo unspecified)
-4	-1	2	8	-0.6	3	2	2	2	Cc1ccc(CN2C(=O)CCC2C(=O)N2CCN(c3ccc(F)cc3)CC2)cc1 (stereo unspecified)
-11	-1	1	2	-0.2	4	-5	-1	0	CCOc1ccc(/C=C2\CCC(C3CCCC3)C2=O)cc1OC (stereo unspecified)
15	0	0	3	-1.2	12	-11	4	6	COc1ccc(-c2nc(C#N)c(N3CCN(c4cccc(Cl)c4)CC3)o2)cc1OC
0	0	7	-3	.	-6	-2	6	-6	COc1ccc(NC(=O)c2cc(-c3cc(F)ccc3OC(C)C)n[nH]2)cc1OC
4	-1	0	-8	1.3	-3	0	0	-2	CCOc1ccc(Br)cc1S(=O)(=O)Nc1ccc(C(=O)Nc2ccccc2OC)cc1

Six entries out of the list above, arranged by their value in M4 PAM, falling:
M4 antag	M5 ag	M4 ag	M4 PAM	CRFBP-R2 agonist	M1 PAM	M1 antag	CHRM5 antagonist	CHRM5 PAM	smiles
-1	1	1	21	-1.5	1	-1	-9	4	Cc1nc(N)sc1C(=O)Nc1ccccc1
4	-2	0	9	-0.4	6	-4	-6	-1	CCOc1ccc(C(C)NC(=O)C2CCC2)cc1 (stereo unspecified)
-1	-5	1	7	-2.1	-1	-2	5	1	COc1cc(SC)ccc1C(=O)NCc1ccccc1
4	-2	1	1	0.2	7	-4	6	4	C/C(=N\NC(N)=O)c1ccccc1
-5	-1	0	-2	0.7	6	-12	-4	5	C/C(Cn1nnc([N+](=O)[O-])n1)=N\NC(=O)c1ccc(Cl)c(Cl)c1
4	-1	0	-8	1.3	-3	0	0	-2	CCOc1ccc(Br)cc1S(=O)(=O)Nc1ccc(C(=O)Nc2ccccc2OC)cc1

More records follow.
M4 antag	M5 ag	M4 ag	M4 PAM	CRFBP-R2 agonist	M1 PAM	M1 antag	CHRM5 antagonist	CHRM5 PAM	smiles
-10	-5	0	3	1.3	-7	11	7	-2	COCCCNC(=O)CSc1nc2ccccc2c(=O)n1CCCN1CCCCC1
-7	1	-1	-1	1.4	9	-32	6	-1	Cc1cccc(N2CCN(C(=O)C(NS(=O)(=O)c3cccs3)c3ccccc3)CC2)c1C (stereo unspecified)
8	1	0	6	-0.8	14	-10	-6	8	COc1ccc(C(=O)NCC(=O)O)cc1
7	5	4	-3	28	0	-1	20	-9	CCOc1cc(/C=C2\SC(=S)N(NC(=O)c3cccnc3)C2=O)ccc1O
5	-10	18	-16	2.5	-15	26	8	-14	Cc1cc(OCCCn2ccnc2)cc(C(C)C)c1
2	-3	1	3	10	11	-6	6	-2	CCC(=O)Nc1ccc2c(c1)Cc1cc(NC(=O)CC)ccc1-2
15	-2	3	-8	-0.1	-5	10	25	-11	COc1ccc(C(=O)N2CCCC(CCC(=O)N3CCN(c4ccccn4)CC3)C2)cc1 (stereo unspecified)
3	-5	0	2	-2.1	16	-21	7	1	Cc1ccc(-n2ncc3c2CC(C)(C)CC3NC(=O)c2c(C)noc2C)cc1 (stereo unspecified)
